# PriA SSB inh = inhibitors of Klebsiella pneumoniae PriA binding to SSB C-terminal tail; AlphaScreen SSBct-PriA binding, biotinylated peptide; inhibition, % at 33 µM; actives 0.6% (n = 430,000); AID 1272365; in the data active means inhibition mostly above about 37%, no sharp cut-off; inactive means mostly below about 20%;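 further: plate controls were negative control peptide for no effect and reference peptide for full effect; strong numbers were not always called active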
# The depositor's hits bear a star; & = joins results of further samples. These rows are one share of the data; the hit share may differ from the screen's.
Molecule | PriA SSB inh
COc1ccc(OC)c(S(=O)(=O)N2CCN(c3ccc(-c4cccs4)nn3)CC2)c1 | 3
O=C(O)Cc1cn2ccsc2n1 | -11
COC(=O)c1ccc2nc(N)sc2c1 | 53*
O=C(COC(=O)c1c2c(nc3ccccc13)CCCC2)c1ccc([N+](=O)[O-])cc1 | 27
O=C(C[C@@H]1C/C=C/CC[C@H](Cc2ccc(F)cc2)C(=O)OC[C@@H](Cc2ccccc2)NC1=O)NCCO | -9
COC(=O)C1=C(C)Nc2nc(SC)nn2C1/C=C/c1ccccc1 (configuration not stated) | -13
Cc1nc(C)c(C(=O)Nc2ccc3nc(C)n(-c4ccccc4)c(=O)c3c2)s1 | -7
C=CCn1c(O)c(C=NNC(=O)c2ccncc2)c(=O)[nH]c1=O | -7
COc1ccc(S(=O)(=O)NN=c2oc3c(OC)cccc3cc2S(=O)(=O)c2ccc(C)cc2)cc1OC | -2
O=C(Cn1c(=O)oc2ccccc21)N1CCC[C@@H]1CS(=O)(=O)c1ccccc1 | 4
Cc1cccc(OCC(=O)Nc2ccc3c(c2)C(=O)NCCO3)c1 | -2
CCOC(=O)c1c(-c2ccc(Cl)cc2)csc1NC(=O)c1cccs1 | -17
COc1ccc(-n2c(O)c(C=NNS(=O)(=O)c3cc(C)ccc3C)c3ccccc3c2=O)cc1OC | -2
O=c1ccc(-c2ccc(F)cc2)nn1CCCNS(=O)(=O)c1cccs1 | -9
O=C(COc1ccccc1F)N1CCN(CCn2ccnc2)CC1 | -16

# Going on with the list:
Molecule | PriA SSB inh
C=CCN1C(=O)SC(CC(=O)Nc2ccc(C(=O)OCC)cc2)C1=O (configuration not stated) | -10
Cc1ccc(NC(=O)CN2CCC(C(=O)NCCc3ccccc3)CC2)cc1 | -1
COc1cccc(C(=O)Nc2cc(C)nn2-c2nc3c(cnn3-c3ccc(C)cc3)c(=O)[nH]2)c1OC | 3
O=C(CSc1nnc2ccc3ccccc3n12)Nc1nc(-c2ccccc2)ns1 | -19&-17
COc1ccc(C=NNc2nc(C)cc(-c3ccccc3)n2)c(OC)c1 | -7
Cc1ccc(S(=O)(=O)N2CCN(C(=O)CSc3nnnn3-c3ccccc3)CC2)cc1 | 5
COc1ncccc1C(=O)Nc1cccc(-c2csc(Nc3ccc(F)cc3F)n2)c1 | 3
Cc1ccc2cc(CCNC(=O)C(C)(C)Oc3ccc(Cl)cc3)c(=O)[nH]c2c1C | -1
COc1cccc2cc(C(=O)N3CCCC(Cc4nc(-c5ccccc5C)no4)C3)oc12 (configuration not stated) | -7
COc1ccc(CNC(=O)Cc2cc(=O)[nH]c(SCc3cccc(OC)c3)n2)cc1 | -24
Cc1cc(C(=O)N2CC(c3nc(-c4ccsc4)no3)C2)no1 | -12
Cc1ccccc1OCC(=O)Nc1ccnc2cc(C(F)(F)F)ccc12 | -14
CN(C)CCOC(=O)c1cccc2c1-c1ccccc1C2=O | -2
N#Cc1nccnc1N1CCC(CNS(=O)(=O)/C=C/c2ccccc2)CC1 | -15
CC(C)CC(NC(=O)CC12CC3CC(CC(C3)C1)C2)C(=O)Nc1nccs1 (configuration not stated) | -12

# The last four entries of the section above are carried over, then new ones follow:
Molecule | PriA SSB inh
Cc1ccccc1OCC(=O)Nc1ccnc2cc(C(F)(F)F)ccc12 | -14
CN(C)CCOC(=O)c1cccc2c1-c1ccccc1C2=O | -2
N#Cc1nccnc1N1CCC(CNS(=O)(=O)/C=C/c2ccccc2)CC1 | -15
CC(C)CC(NC(=O)CC12CC3CC(CC(C3)C1)C2)C(=O)Nc1nccs1 (configuration not stated) | -12
O=C(NCc1cccc2ccccc12)NCC1CCN(S(=O)(=O)c2cccnc2)CC1 | 0
Cc1cc(C(F)(F)F)nc(SCc2nc3ccccc3[nH]2)n1 | -11
O=C(c1ccc2ncsc2c1)N1CCC(Oc2ccc(C(F)(F)F)cn2)CC1 | 3
O=S(=O)(c1ccccc1)c1nc(Nc2ccc(F)cc2F)sc1Cl | -6
CC(C)c1cc(=O)n2c(n1)SCC2CC(=O)Nc1nccs1 (configuration not stated) | -2
COc1ccccc1-c1cc2c(=O)n(Cc3nc(-c4cccc(Br)c4)no3)ccn2n1 | -5
O=C1C2CC=CCC2C(=O)N1C1CN(C(=O)C2(c3ccccc3)CCOCC2)C1 (configuration not stated) | -8
CCOc1ccccc1C=NNC(=O)c1ccc(Cn2cc([N+](=O)[O-])cn2)o1 | -4
N#Cc1cccc(NC(=O)c2cccc3nc4ccccc4nc23)c1 | -8
COCCn1c(SCC(=O)c2c[nH]c3ccccc23)nc2cc(C(=O)NCC(C)C)ccc2c1=O | 8
CC(=O)N1CCN(c2nccn2-c2ccccc2F)CC1 | -14
CCCCCCC(=O)NN=Cc1c(O)n(CCCC)c(=S)[nH]c1=O | -9
COc1ccc(CCNC(=O)c2ccc(Cn3c(=O)c4ccccc4n(CC(=O)NCCC4=CCCCC4)c3=O)cc2)cc1OC | -1
Cc1cc(C)c(C)c(CN2C(=O)C[C@H](C)Nc3ccccc32)c1C | 18
Cn1c(COc2ccc(Cl)cc2Cl)nc2ccccc21 | 5

# More results follow:
Molecule | PriA SSB inh
COC(=O)Nc1cccc(N2CCCC2=O)c1 | -9
CC(C)N1CCN(c2ccc(C=O)cc2)CC1 | 0
O=C(NCc1c(F)cccc1F)C(=O)Nc1cc(F)ccc1F | -13
Cc1ccc2c(c1)=C(c1sc(=S)n(CCS(=O)(=O)O)c1O)C(=O)N=2 | -7
Cn1c(C2CCCN(S(C)(=O)=O)C2)nn(CC(=O)Nc2ccc3c(c2)OCO3)c1=O (configuration not stated) | -1
NC(=NOC(=O)CCn1cccc(C(F)(F)F)c1=O)c1ccc(Cl)cc1 | -14
O=C(CCN1C(=O)c2cccc3cccc(c23)C1=O)OCC(=O)c1ccccc1 | -20
CCOC(=O)c1nn(-c2cccc(F)c2)c(=O)c2c(NC(=O)c3c(-c4ccccc4Cl)noc3C)scc12 | -4&2
CSCCC(C)(O)CNC(=O)C(=O)Nc1ccon1 (configuration not stated) | -2
O=c1nc(SCc2ccc([N+](=O)[O-])cc2)c2c([nH]1)CCC2 | 8
CC(C)(C)c1cc(NC(=O)C2CCCN(c3ccc(-n4cncn4)nn3)C2)on1 (configuration not stated) | -4
CC1CCN(S(=O)(=O)c2ccc(Oc3ccc(S(=O)(=O)N4CCC(C)CC4)cc3)cc2)CC1 | -8
Cc1cc(C)n(CCNC(=O)Cc2cccs2)n1 | 0
CC1CCN(C(=O)CSc2c(-c3ccccc3)[nH]c3ccccc23)CC1 | 4
O=C(Cc1noc2ccccc12)N1CCN(c2nc3c(C(F)(F)F)cccc3s2)CC1 | -4

# Following part.
Molecule | PriA SSB inh
CCc1ccc2nc(NCCN(C)C)sc2c1 | 18
Cc1ccc(C(=O)NCC(c2ccsc2)N2CCCC2)cc1C (configuration not stated) | 8
c1cc(-c2noc(C3CNC3)n2)cs1 | -15
O=C(NCC(c1ccsc1)N1CCc2ccccc2C1)c1ccc(F)c(F)c1 (configuration not stated) | -18
O=C1/C(=C/c2ccncc2)Oc2c1ccc1c2CN(Cc2ccc3c(c2)OCO3)CO1 | -5
CSc1ncc(Cl)c(C(=O)Nc2ccc(Br)cc2)n1 | -18&-4
O=C(CSc1nc2c(-c3ccccc3)c[nH]c2c(=O)n1C1CC1)NCCc1ccccc1 | -13
CCOC(=O)N1CCN(S(=O)(=O)c2ccc(C(=O)N(CCN(CC)CC)c3nc4c(F)cccc4s3)cc2)CC1 | 14&6
CCN1CC(=NS(=O)(=O)N=C2CN(CC)C(=O)N2CC)N(CC)C1=O | -9
N#C/C(=C\N1CCN(Cc2ccc3c(c2)OCO3)CC1)C(=O)Nc1ccc(F)cc1 | -6
Cc1ccccc1C(=O)NN=C1SCC(=O)N1Cc1ccco1 | 0
Cc1cccc(COc2ccc(C(O)=C3C(=O)C(=O)N(CCN(C)C)C3c3ccncc3)cc2)c1 (configuration not stated) | 5
O=C(NCc1ccccc1Cl)C(=O)NCC1CCN(Cc2ccccc2)CC1 | -15
CCOc1ccc(NC(=O)Nc2nc(-c3ccccc3)c(C)s2)cc1 | -13
COc1ccc(-c2cc3c(=O)[nH]nc(SCc4cccc(Cl)c4)n3n2)cc1OC | 6

# Reformatted: entries from further up.
> O=C(NCC(c1ccsc1)N1CCc2ccccc2C1)c1ccc(F)c(F)c1 (configuration not stated)
- PriA SSB inh: -18
> Cn1c(COc2ccc(Cl)cc2Cl)nc2ccccc21
- PriA SSB inh: 5
> COc1cccc(C(=O)Nc2cc(C)nn2-c2nc3c(cnn3-c3ccc(C)cc3)c(=O)[nH]2)c1OC
- PriA SSB inh: 3
> O=C(Cc1noc2ccccc12)N1CCN(c2nc3c(C(F)(F)F)cccc3s2)CC1
- PriA SSB inh: -4

# Later entries
Molecule | PriA SSB inh
CCOC(=O)CCCc1c(-c2ccccn2)[nH]c2ccc(Cl)cc12 | -1
N#CC(=C(O)c1ccc(Br)s1)c1nc2ccccc2[nH]1 | -11
CCCNC(=O)C1CCC(Cn2c(=O)c3sccc3n(CC(=O)N3CCC(C)CC3)c2=O)CC1 (configuration not stated) | -4
CC1CCCN(Cc2c(O)ccc3c(=O)c(-c4ccc5c(c4)OCCO5)coc23)C1 (configuration not stated) | -5
O=C1CC[C@@H](C(=O)N2CCN(c3cc(Nc4ccccn4)ncn3)CC2)N1 | 0
O=C(COc1ccc(Cl)cc1)Nc1nc2c(F)cccc2s1 | -17
COc1ccc(S(=O)(=O)N2CCN(C/C=C/c3ccccc3)CC2)cc1[N+](=O)[O-] | 31
CS(=O)(=O)N1CCC(CNC(=O)CC2CCCC2)CC1 | -7
O=C(COc1cccc2ccccc12)NN=Cc1ccco1 | 5
O=c1cc(CSc2nccn3nc(-c4ccccc4)cc23)nc2ccccn12 | -7
Cc1nnsc1C(=O)N1CCC(Oc2ncccc2Cl)CC1 | -10
CC1(C)C2CC=C(C=NNC(=O)C3CC3)C1C2 (configuration not stated) | -9
Cc1ccc(-c2csc(-n3nc(C)cc3NC(=O)C3CC(=O)N(c4cccc(C)c4)C3)n2)cc1 (configuration not stated) | -2
O=C(Cc1ccccc1)Oc1cc2ccccc2cc1OC(=O)Cc1ccccc1 | -1
Cc1cccc(S(=O)(=O)NCCOc2ccccc2)c1 | -20

# Continued.
Molecule | PriA SSB inh
COc1ccc(C2C(=C(O)c3ccccc3)C(=O)C(=O)N2c2ncccn2)cc1OC (configuration not stated) | -14
CCCCNC(=S)NN=Cc1sccc1C | -12
CS(=O)(=O)[C@H]1CCN(C(=O)c2cccc(Cl)c2)C1 | -12
CN(C)c1ccc(/C=C/C(=O)c2ccc3c4c(cccc24)C(=O)N(c2ccccc2)C3=O)cc1 | 4
COc1ccc(C(=O)N2CCN(c3cc(C(F)(F)F)ncn3)CC2)c(OC)n1 | -24
Cn1nc(C(=O)Nc2cccnc2)ccc1=O | -10
O=S(=O)(NCCOc1ccc2nnc(-c3ccccc3)n2n1)c1ccccc1Cl | -5
Cn1cc(C(=O)N(Cc2ccsc2)C2CC2)nn1 | -13
O=C(Nc1ncc(S(=O)(=O)c2ccc([N+](=O)[O-])cc2)s1)C1=COCCO1 | 5
O=C(CCSc1ccc(Cl)cc1)Nc1nnc(-c2ccco2)o1 | -6
O=C(Nc1cccc(-c2ccc3nnc(-c4cccnc4)n3n2)c1)c1cccnc1Cl | -11
Cc1nc2ccc(NC(=O)c3cccc(NS(=O)(=O)c4ccc(F)cc4)c3)cc2s1 | 3
Nc1nc(SCc2c(F)cccc2Cl)[nH]c(=O)c1NC(=O)c1ccco1 | 7
O=C([C@@H]1COc2ccccc2O1)N1CCC(c2ccsc2)CC1 | -16
COc1ccccc1OCC(=O)NCC1CN(c2ccc(F)cc2)C(=O)O1 (configuration not stated) | -1

# (list continues)
Molecule | PriA SSB inh
CCOc1ccc(C=NNC(=O)C(O)c2ccccc2)c(O)c1 (configuration not stated) | -10
Cn1nc(CN(Cc2ccco2)C(=O)C(C)(C)Oc2ccc(Cl)cc2)cc1C1CC1 | -6
CC(C)CS(=O)(=O)C1CN(C(=O)c2ccc3c(c2)OCO3)C1 | -4
O=C(Cc1cccc(C(F)(F)F)c1)NCc1cccnc1-c1ccsc1 | 0
O=c1ccc(-c2ccccc2Cl)nn1Cc1nc(-c2ccc3c(c2)OCO3)no1 | -7
COc1ccc(S(=O)(=O)CCC(=O)Nc2nc3c(s2)C[C@@H](C)CC3)cc1 | -5
Cc1cc(NS(=O)(=O)c2ccc(NC(=O)COc3cccc4c3OC(C)(C)C4)cc2)nc(C)n1 | 5
CCOC(=O)c1c(C)[nH]c(N=Nc2cccc([N+](=O)[O-])c2)c1C | 7
COc1cccc(C=NNC(=O)c2c(C)nc3ccc(Cl)cn23)c1O | -17
Nc1ncnc(NCCCn2ccnc2)c1[N+](=O)[O-] | -8
Cc1csc(C(=O)Nc2ccc(-n3nnn(C)c3=O)cc2)c1 | 0
CN(C)C(CNC(=O)C(=O)Nc1ccc(OC(F)(F)F)cc1)c1cccs1 (configuration not stated) | 6
Cn1cnc(S(=O)(=O)NCCn2nc(-c3cccs3)cc2C2CC2)c1 | -8
CC(=NN1CCN(C)CC1)c1ccc(OC(F)F)cc1 | 2
C=CCOC(=O)C1=C(C)N=C(SCC(N)=O)C(C#N)C1c1cccs1 (configuration not stated) | -22

# Next part.
Molecule | PriA SSB inh
CCOc1ccc(-c2noc(CN3C(=O)COc4ccc(S(=O)(=O)CC)cc43)n2)cc1 | -2
CN(C)C(=O)Cc1ccc(NC(=O)COc2ccc(F)cc2)cc1 | -7
O=C1c2ccccc2C(=O)N1CCCN1C(=O)COc2ccccc21 | 16
COc1cccc(Cc2csc(Nc3cnccc3C)n2)c1 | 11
CCOc1cc2nc3c4cc(Br)ccc4n(CC(C)C)c3nc2cc1OCC | -10
COc1ccc(C=NOCC(=O)Nc2cc(C)on2)cc1OC | -13
CC1C(=O)NCCN1C(=O)c1cc2ccccc2oc1=O (configuration not stated) | 7
O=C1NCCN1C(=O)N(Cc1ccsc1)C1CC1 | -28

# From PubChem BioAssay
